FLuc stim CS – firefly luciferase counter-screen for stimulation assays; P08659; ATPlite luciferase biochemical, luminescence, 10 min; 0 = ATP-free wells, 1 = DMSO control; 200,000 tested, under 10 active; AID 1027; activation factor at 10 µM;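 active = luciferase activation factor, scaled between plate controls, of at least 2 with compound at 10 µM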
Target sequence (P08659 whole entry, looked up): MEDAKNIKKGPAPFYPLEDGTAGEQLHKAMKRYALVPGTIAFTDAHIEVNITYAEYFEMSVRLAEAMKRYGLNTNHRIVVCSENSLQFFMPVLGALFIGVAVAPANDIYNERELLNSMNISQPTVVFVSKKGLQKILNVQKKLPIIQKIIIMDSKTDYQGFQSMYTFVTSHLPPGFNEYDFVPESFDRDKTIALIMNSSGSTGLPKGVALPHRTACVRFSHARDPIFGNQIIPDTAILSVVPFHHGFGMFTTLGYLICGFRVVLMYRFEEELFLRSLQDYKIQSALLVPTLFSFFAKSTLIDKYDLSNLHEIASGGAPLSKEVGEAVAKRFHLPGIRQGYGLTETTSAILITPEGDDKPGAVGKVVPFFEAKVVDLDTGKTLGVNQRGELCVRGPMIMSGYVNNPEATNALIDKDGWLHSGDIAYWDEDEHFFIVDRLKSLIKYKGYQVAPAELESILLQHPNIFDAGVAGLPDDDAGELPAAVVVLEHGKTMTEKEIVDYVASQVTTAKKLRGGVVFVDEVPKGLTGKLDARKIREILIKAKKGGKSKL
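System: Luciferase/luciferin detection reagent, cell-free biochemical luciferase assay | Medium: PBS buffer for ATP | Dosing: Test compounds dosed from 2 mM stocks in 100% DMSO | Timing: 10 min at ambient temperature | Signal: Luminescence measurement of luciferase light output | Evaluation: Luciferase activation, seen as luminescence increase over controls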
FLuc inhib CS – counter-screen for luciferase assay inhibitors: firefly luciferase inhibition | inhibition, % at 10 µM | ATPLite firefly luciferase biochemical luminescence, 10 min | 200,000 compounds, 1.5% hits;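 active = inhibition above about 50% when tested at 10 µM, limit read from the data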
HMGR II inh – E. faecalis class II HMG-CoA reductase inhibition. 190,000 compounds, 0.41% hits. AID 1066. purified E. faecalis HMGR, NADPH absorbance 340 nm kinetic. inhibition, % at 10 µM;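 active = inhibition above a set limit, the median over all tested compounds plus 3 SD, cut at about 9.5% in these data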;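 note: enzyme runs in reverse so mevalonate oxidation gives rising NADPH absorbance; 0% = complete reaction with DMSO and 100% = background rate lacking mevalonate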
APP 5'UTR act – activates APP 5'UTR luciferase reporter; SH-SY5Y APP 5'UTR luciferase reporter, luminescence; zero percent = DMSO vehicle wells; activation, % at 2 µM; 190,000 compounds, 1% hits; AID 1276;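 active = activation above a set limit, based on mean plus 3 SD of controls, cut at about 140% in these data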; note: values of inactives mirror those of a sister screen read the other way
DTT redox prof – compounds producing H2O2 with reducing agent – biochemical, NIH compound library profiling, artefact control for MLSCN library redox annotation, primary screen; DTT-dependent redox cycling H2O2, phenol red/HRP absorbance; 100% = 100 µM peroxide control, 0% = buffer; activation, % at 10 µM; 200,000 compounds, 0.03% hits; AID 878;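 active = activation of at least 50% relative to the plate's high and low controls in the primary single-dose screen; inactive = activation below 50%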;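 note: compound incubated with DTT at 0.8 mM final as the reducing agent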
Hsp70 act – switches on Hsp70 transcription; HeLa Hsp70 promoter luciferase reporter, luminescence; scaled: vehicle 0, proteasome-inhibitor control 100%; activation, % at 10 µM; 200,000 compounds, 0.04% hits;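 active = activation above the mean across all tested compounds plus 3 SD, cutoff set per campaign, cut at about 5.5% in these data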;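 note: 100% = MG132 at 30 µM as the positive control and 0% = DMSO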
NF-kB neuron act – compounds increasing NF-kB expression in human neuronal cells | 190,000 compounds, 1.6% hits | NF-kB reporter expression; hits give high values | fold change at 12.5 µM | AID 1239; in the data active = fold change above about 3.3
APP transl inh – APP translation inhibition; SH-SY5Y APP 5'UTR-luciferase reporter, luminescence; inhibition, % at 2 µM; 190,000 compounds, 0.82% hits; AID 1285;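 active = inhibition above a set limit, derived from the sample mean plus 3 SD, cut at about 45% in these data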; note: values of inactives mirror those of a sister screen read the other way
G6PDH counter – counter-screen for G6PDH assay hits: L. mesenteroides G6PDH inhibition; 200,000 compounds, 0.12% hits; Purified L. mesenteroides G6PDH, diaphorase/resazurin coupled fluorescence, 45 min; inhibition, % at 5 µM; in the data active = inhibition above about 50%
STAT1 act – activators of IFN-gamma induced STAT1 signaling; NIH 3T3 STAT1-luciferase reporter, luminescence; 100% = IFN-gamma alone, no compound; activation (% of control), % at 5.5 µM; 200,000 compounds, 2.6% hits;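 active = activation above the screen-wide mean activation plus 3 SD, cut at about 130% in these data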;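 note: raw ratio to IFN-gamma control signal so 100% means no change and 0% no light; values of inactives mirror those of a sister screen read the other way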
Numbers without * were called inactive; x = no result given.

1) Cc1c(N=c2c(=O)c3ccccc3c2=O)c(=O)n(-c2ccccc2)n1C
2) COc1ccc(CNC(=O)N[C@H](C(=O)O)C(C)C)cc1OC
3) O=C(COc1cc(O)c2c(=O)c3ccccc3oc2c1)OCc1ccccc1
4) COc1ccc(C2=CC(=O)C=CC2=O)cc1
5) CCOc1ccc2nc(N/C(N)=N/S(C)(=O)=O)nc(C)c2c1
6) Cc1ccc2nc(C)c3c(c2c1)OC(C(C)(Cl)Br)C3 (stereo unspecified)
7) COc1cc(C(=O)OCCCN(C)C)cc(OC)c1OC
8) COc1ccc(C2NC(C(=O)O)Cc3c2[nH]c2ccccc32)cc1CN1CCN(c2ccc(F)cc2)CC1 (stereo unspecified)
9) COc1cccc(C2CC(=O)C3=C(C2)Nc2ccccc2N(C(=O)CCC(=O)O)C3c2ccc(F)cc2)c1 (stereo unspecified)
10) Cc1ccc(/C(=C\CN2CCCC2)c2ccccn2)cc1
entry no.	1	2	3	4	5	6	7	8	9	10
FLuc stim CS	x	x	x	x	x	x	x	x	x	x
FLuc inhib CS	x	x	x	x	x	x	x	x	x	x
HMGR II inh	0.9	x	x	x	x	x	x	x	x	x
APP 5'UTR act	x	-8.0	-15.6	-47.9	8.8	8.8	-4.8	3.7	10.5	2.9
DTT redox prof	x	x	x	x	x	x	x	x	x	x
Hsp70 act	x	x	x	x	x	x	x	x	x	x
NF-kB neuron act	1.94	x	x	x	x	x	x	x	x	x
APP transl inh	x	8.0	15.6	47.9*	-8.8	-8.8	4.8	-3.7	-10.5	-2.9
G6PDH counter	x	x	x	x	x	x	x	x	x	x
STAT1 act	x	x	x	x	x	x	x	x	x	x

As entered above.
APP transl inh result of COc1cccc(C2CC(=O)C3=C(C2)Nc2ccccc2N(C(=O)CCC(=O)O)C3c2ccc(F)cc2)c1 (stereo unspecified) : -10.5
APP 5'UTR act result of O=C(COc1cc(O)c2c(=O)c3ccccc3oc2c1)OCc1ccccc1 : -15.6
APP transl inh result of COc1ccc(C2=CC(=O)C=CC2=O)cc1 : 47.9*

Further results:
11) COc1ccc(CNCCC2(C(C)C)CCOC(C)(C)C2)cc1 (stereo unspecified)
12) CCn1c2ccccc2c2cc(CC(N)=O)ccc21
13) CC(=O)CCc1oc2ccccc2c1-c1ccccc1
14) O=C(O)c1ccc(C(=O)C(=O)c2ccccc2)cc1
15) O=C(O)CCn1c(=S)n(CCC(=O)O)c2ccccc21
16) Oc1ccccc1OCCOc1ccccc1OCCOc1ccccc1O
17) CC(C)C(=O)Nc1cccnc1
18) CCOC(=O)COc1ccc2c(=O)c(-c3ccccc3)coc2c1
19) O=c1oc2c(CN3CCN(CCO)CC3)c(O)ccc2cc1-c1ccccn1
20) O=C1c2ccccc2C(=O)N1Cc1cc(-c2ccc(Cl)cc2)no1
entry no.	11	12	13	14	15	16	17	18	19	20
FLuc stim CS	x	x	x	x	x	x	x	x	x	x
FLuc inhib CS	x	x	x	x	x	x	x	x	x	x
HMGR II inh	x	x	x	x	x	x	x	x	x	x
APP 5'UTR act	-4.2	-15.0	6.8	8.0	0.5	3.7	-2.1	-5.5	9.9	x
DTT redox prof	x	x	x	x	x	x	x	x	x	2.5
Hsp70 act	x	x	x	x	x	x	x	x	x	-0.3
NF-kB neuron act	x	x	x	x	x	x	x	x	x	x
APP transl inh	4.2	15.0	-6.8	-7.9	-0.5	-3.7	2.1	5.5	-9.9	x
G6PDH counter	x	x	x	x	x	x	x	x	x	x
STAT1 act	x	x	x	x	x	x	x	x	x	109.4

An excerpt from above in order of SMILES length, high to low.
20) O=C1c2ccccc2C(=O)N1Cc1cc(-c2ccc(Cl)cc2)no1
11) COc1ccc(CNCCC2(C(C)C)CCOC(C)(C)C2)cc1 (stereo unspecified)
7) COc1cc(C(=O)OCCCN(C)C)cc(OC)c1OC
entry no.	20	11	7
FLuc stim CS	x	x	x
FLuc inhib CS	x	x	x
HMGR II inh	x	x	x
APP 5'UTR act	x	-4.2	-4.8
DTT redox prof	2.5	x	x
Hsp70 act	-0.3	x	x
NF-kB neuron act	x	x	x
APP transl inh	x	4.2	4.8
G6PDH counter	x	x	x
STAT1 act	109.4	x	x

Following part
21) Cc1cccc(C(C#N)c2nc3ccccc3nc2C(F)(F)F)c1 (stereo unspecified)
22) CCOC(=O)c1cnn(-c2nc3sc4c(c3c(=O)[nH]2)CCCC4)c1N
23) C1CN(c2nc3nonc3nc2N2CCOCC2)CCO1
24) Cc1ccc(C2CC(=O)c3cnc(N4CC(C)CC(C)C4)nc3C2)cc1 (stereo unspecified)
25) Cc1ccc(-c2nsc3c(N4CCN(C(=O)c5ccco5)CC4)ncnc23)cc1
26) CCn1cc(C(=O)NCc2ccccc2OC)c(=O)c2ccc(C)nc21
27) CC(=O)c1c(C)nn(C(=O)N2CCOCC2)c1C
28) CCN(CC)CCCN1C(=O)C(=O)/C(=C(/O)c2ccc3c(c2)OCCO3)C1c1ccc(C)o1 (stereo unspecified)
29) C=CCn1cnc2c(c1=O)c1nc3ccccc3nc1n2-c1ccccc1
30) COc1cc2nc(CN3CCN(c4ncc(C(F)(F)F)cc4Cl)CC3)[nH]c(=O)c2cc1OC
entry no.	21	22	23	24	25	26	27	28	29	30
FLuc stim CS	x	1	1	1.1	1	1	1	1	1	1
FLuc inhib CS	x	-3.2	-2.4	-8.4	-1.4	-0.3	-2.6	-2.1	-3.1	1.0
HMGR II inh	x	x	x	x	x	x	x	x	x	x
APP 5'UTR act	x	x	x	x	x	x	x	x	x	x
DTT redox prof	1.6	x	x	x	x	x	x	x	x	x
Hsp70 act	0.1	x	x	x	x	x	x	x	x	x
NF-kB neuron act	x	x	x	x	x	x	x	x	x	x
APP transl inh	x	x	x	x	x	x	x	x	x	x
G6PDH counter	x	5.0	3.8	5.1	0.6	4.9	11.7	6.7	1.6	11.6
STAT1 act	94.9	x	x	x	x	x	x	x	x	x

31) COc1cc(-c2nc(-c3ccc(C)nc3OC)no2)cc(OC)c1OC
32) c1cc(-c2nc3cc(Cc4ccc5oc(-c6ccncc6)nc5c4)ccc3o2)ccn1
33) c1ccc2c(c1)nc1n2C2(N3CCOCC3)CCCC2C1N1CCOCC1 (stereo unspecified)
34) CCCC(=O)Nc1nn(C)c2nc3cc(C)ccc3cc12
35) O=C(NCCc1ccc(Cl)cc1)c1cnc2n(c1=O)CCS2
36) Cc1nn(-c2ccccc2)c2sc(C(=O)OCC(=O)N3CCCCC3)cc12
37) c1ccc2nc3c(nc2c1)sc1nc2ccccc2n13
38) COc1ccc(OC)c(CC(NC(C)=O)C(=O)NC2CCN(c3nc(C)cc(C)c3C#N)CC2)c1 (stereo unspecified)
39) CCN(CC)S(=O)(=O)c1ccc(-c2nnc(SCC(=O)N3CCc4ccccc43)o2)cc1
40) COCC(C)n1c(C)cc(C(=O)COC(=O)c2c(NC(C)=O)sc(C)c2C)c1C (stereo unspecified)
entry no.	31	32	33	34	35	36	37	38	39	40
FLuc stim CS	1	1.1	1.1	1.1	1.1	1	1.1	1	1	1
FLuc inhib CS	-4.7	-5.5	-8.9	-7.4	-7.8	0.0	-6.1	-4.3	-1.8	-3.0
HMGR II inh	x	x	x	x	x	x	x	x	x	x
APP 5'UTR act	x	x	x	x	x	x	x	x	x	x
DTT redox prof	x	x	x	x	x	x	x	x	x	x
Hsp70 act	x	x	x	x	x	x	x	x	x	x
NF-kB neuron act	x	x	x	x	x	x	x	x	x	x
APP transl inh	x	x	x	x	x	x	x	x	x	x
G6PDH counter	-9.9	1.2	3.0	5.0	-10.8	11.2	1.7	4.0	5.5	5.4
STAT1 act	x	x	x	x	x	x	x	x	x	x

41) Cc1cc(C)nc(-n2nc(C)cc2NC(=O)c2ccc3c(c2)OCO3)n1
42) CCCc1nc2oc3c(NCCN4CCOCC4)ncnc3c2c2c1CCCC2
43) CC1CCc2c(nc3ncnn3c2N2CCN(c3ccccc3F)CC2)C1 (stereo unspecified)
44) CNC(=O)c1cc2c(=O)n3cc(C)ccc3nc2n(Cc2ccco2)c1=N
45) Cc1nc(SCn2nnc3ccccc3c2=O)c2c(C)c(C)sc2n1
46) C=CCn1c(=O)c2ccccc2n2c(SCc3c(C(=O)OCC)oc4ccccc34)nnc12
47) Cc1csc2ncc(C(=O)Nc3cccc(C(F)(F)F)c3)c(=O)n12
48) COc1nc2c(C)cccc2cc1-c1noc(-c2ccncc2)n1
49) Cc1nn(-c2ccc(Cl)cc2)c2sc(C(=O)N3CCN(C(=O)c4ccco4)CC3)cc12
50) COCCn1c(SCC(=O)OCc2ccccc2)nc2c1c(=O)[nH]c(=O)n2C
entry no.	41	42	43	44	45	46	47	48	49	50
FLuc stim CS	1.1	1	1.1	1	1.1	1	1	1	1	1.1
FLuc inhib CS	-5.2	-2.9	-5.0	-4.2	-6.5	0.3	-2.8	0.2	-0.6	-7.4
HMGR II inh	x	x	x	x	x	x	x	x	x	x
APP 5'UTR act	x	x	x	x	x	x	x	x	x	x
DTT redox prof	x	x	x	x	x	x	x	x	x	x
Hsp70 act	x	x	x	x	x	x	x	x	x	x
NF-kB neuron act	x	x	x	x	x	x	x	x	x	x
APP transl inh	x	x	x	x	x	x	x	x	x	x
G6PDH counter	1.8	11.4	8.4	9.1	2.5	-3.4	-30.8	9.8	-2.2	-5.0
STAT1 act	x	x	x	x	x	x	x	x	x	x

51) O=C(Nc1ccc(C2CCCCC2)cc1)C1CCN(c2ncccn2)CC1
52) Cn1c(=O)c2c3c(sc2n2c(SCC(=O)c4ccccc4)nnc12)COC(C)(C)C3
53) Cc1cccc(-n2ncc3c(Nc4ccc(F)cc4)ncnc32)c1
54) CCOC(=O)c1sc(NC(=O)c2cc3c(C)nn(-c4ccccc4)c3s2)nc1C
55) Clc1ccc(-c2nn3c(-c4ccccn4)nnc3s2)c(Cl)c1
56) COc1cc(C2c3c(oc4ccccc4c3=O)C(=O)N2CCN2CCOCC2)cc(OC)c1OC (stereo unspecified)
57) Cn1c(=O)c2c(nc(SC3C(=O)CC(C)(C)CC3=O)n2C)n(C)c1=O
58) CCOC(=O)c1[nH]c(COC(=O)CCCOc2ccccc2)c(C(=O)OCC)c1C
59) CCc1ccc(C2CC(c3cccc(OC)c3)n3nc(N)nc3N2)cc1 (stereo unspecified)
entry no.	51	52	53	54	55	56	57	58	59
FLuc stim CS	1	1	1	1.1	1.1	1	1.1	1.1	1.1
FLuc inhib CS	-3.1	-4.1	-1.8	-8.5	-5.8	-1.5	-6.1	-5.3	-5.3
HMGR II inh	x	x	x	x	x	x	x	x	x
APP 5'UTR act	x	x	x	x	x	x	x	x	x
DTT redox prof	x	x	x	x	x	x	x	x	x
Hsp70 act	x	x	x	x	x	x	x	x	x
NF-kB neuron act	x	x	x	x	x	x	x	x	x
APP transl inh	x	x	x	x	x	x	x	x	x
G6PDH counter	3.9	2.8	-14.5	8.2	-0.7	2.5	5.2	0.9	12.3
STAT1 act	x	x	x	x	x	x	x	x	x

One compound at a time, from the list above:
Results for CCc1ccc(C2CC(c3cccc(OC)c3)n3nc(N)nc3N2)cc1 (stereo unspecified) = FLuc stim CS: 1.1; FLuc inhib CS: -5.3; HMGR II inh: x; APP 5'UTR act: x; DTT redox prof: x; Hsp70 act: x; NF-kB neuron act: x; APP transl inh: x; G6PDH counter: 12.3; STAT1 act: x
Results for COc1cc(C2c3c(oc4ccccc4c3=O)C(=O)N2CCN2CCOCC2)cc(OC)c1OC (stereo unspecified) = FLuc stim CS: 1; FLuc inhib CS: -1.5; HMGR II inh: x; APP 5'UTR act: x; DTT redox prof: x; Hsp70 act: x; NF-kB neuron act: x; APP transl inh: x; G6PDH counter: 2.5; STAT1 act: x

High-throughput results from PubChem.

A portion of the library; rates above refer to the full screens.
